TNAP activation fold: human TNAP enzyme activators, primary screen, biochemical, luminescent, no phosphate acceptor, uHTS (AID 1001) | one-dose activation fold at 20 µM; EC50 in µM for titrated hits | purified TNAP, luminescent activation assay, no phosphate acceptor; higher activation fold means a stronger effect | 0.03% of 200,000 active; in the data active means activation fold from about 3, or a potency from the dose series; inactive means the rest, 99 in 100 with activation fold below about 1.6; further: many of its hits are not listed in these tables
Myeloid diff 2: promotes myeloid progenitor differentiation. 1% of 360,000 active. ER-HoxA9 myeloid progenitors, lysozyme-GFP differentiation, flow cytometry. calls only at 10 µM;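 active means normalized GFP-positive differentiation at or above the plate's own cutoff, the solvent-only control mean plus 3 SD; inconclusive means no clear call, values can overlap the other calls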;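 further: cells exposed to compound for four days before flow analysis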
WT yeast gro inh: growth inhibition of WT yeast, mitochondrial fusion screen | mitochondrial fusion phenotypic screen, WT strain | inhibition, % at 10 µM | 2.1% of 190,000 active | AID 1362; in the data active means inhibition above about 58%; tested in S. cerevisiae
PMI inhibitors: MPI enzyme activity inhibition – biochemical, fluorescence intensity, coupled assay, primary screen (AID 1209) | purified PMI enzyme, coupled fluorescence intensity; higher % means a stronger effect | inhibition, % at 20 µM; hits with a dose series show IC50 in µM | 0.42% of 190,000 active;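 further: plate controls were DMSO vehicle for no effect and wells lacking substrate for full effect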
CSM14.1 death rescue: protection against thapsigargin-triggered cell killing – 384-well, CSM14.1, ATP luminescence, primary screen (AID 1222). cellular ATP content (survival), % at 20 µM, or EC50 in µM where a hit was titrated. 190,000 tested, under 10 active. CSM14.1 thapsigargin-induced death rescue, ATP luminescence; higher % means a stronger effect;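 active means EC50 below 50 µM in the dose-response confirmation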;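 further: death triggered by thapsigargin at about 15 µM added after 2 h compound pretreatment; cell ATP read after overnight thapsigargin exposure of roughly 18 to 22 hours; normalized against plate controls of thapsigargin alone and 5% DMSO vehicle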
Hep lipid drop: hepatic lipid droplet formation modulation. inhibition, % at 6.5 µM. AID 1656. 0.4% of 240,000 active. AML12 mouse hepatocytes, oleate lipid droplets, BODIPY imaging;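 active means lipid droplet intensity inhibited by at least 50%, with more than 500 cells counted; inconclusive means wells with under 300 cells, treated as cytotoxic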
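Assay system: AML12 mouse liver cells | Compound dosing: One dose, 6.5 µM compound | Read-out basis: Droplet intensity reduction, % inhibition | Measured by: Fluorescence imaging, 20x objective, two fields per well | Schedule: Overnight treatment with compound plus oleate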
UTI89 phage lysis: inhibition of K1F phage lysis, E. coli UTI89, bacterial capsule biogenesis inhibitors, alamar blue (AID 488966); E. coli UTI89 K1F phage lysis, alamar blue, 2 h; higher % means a stronger effect; inhibition, % at 100 µM; hits with a dose series show IC50 in µM; 0.02% of 340,000 active;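 active means phage lysis inhibition, versus mean bacterial control, above a set limit; inconclusive means no clear call, values can overlap the other calls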;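 further: capsule biogenesis inhibitors block K1F phage lysis so surviving cells raise fluorescence; higher fluorescence means more inhibition of phage lysis; actives were called in the ten point dose series up to 300 µM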
PMI inhibition: human PMI inhibitors, high substrate, primary screen, biochemical, fluorescence intensity, high mannose 6-phosphate (AID 1220) | recombinant PMI enzyme, coupled fluorescence intensity; higher % means a stronger effect | 0.66% of 190,000 active | one-dose inhibition, % at 20 µM; IC50 in µM for titrated hits
P. falciparum M1AAP: malaria alanyl aminopeptidase activity blockers – biochemical, fluorogenic H-Leu-NHMec substrate, 1536-well (AID 1445); inhibition, % at 30 µM; hits with a dose series show IC50 in µM; 0.42% of 220,000 active; recombinant M1AAP, H-Leu-NHMec fluorogenic kinetic assay; higher % means a stronger effect;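 active means primary inhibition above the hit cutoff, then over 50% inhibition at one or more dose response concentrations, cut at about 23% in these data, passing the limit was not always enough; inconclusive means conflicting primary data, or primary hits not chosen for dose response; inactive means low primary inhibition, or under 50% at every dose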;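 further: plate controls were DMSO full reaction for no effect and no enzyme background for full effect; strong numbers were not always called active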
WT yeast gro inh mutant strain: further read-out of WT yeast gro inh, marked with its call; inhibition, %; mitochondrial fusion phenotypic screen, mutant strain inhibition
Hep lipid drop cells 6.5 µM: second read-out of Hep lipid drop, no call of its own (marks repeat the call); cell count; measured here: cell count, cytotoxicity flag;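 cells counted across two imaged fields per well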
Myeloid diff 2 GFP+ MAC1+ %: further read-out of Myeloid diff 2, marked with its call; GFP+ MAC1+ double positive, %; measured here: differentiation confirmed by MAC1 staining
An asterisk follows results filed as active; i = inactive; u = inconclusive; x = not tested or not shown; + = active, no number; & = joins results of further samples; [ ] = remark or other dose. Unless noted, no stated cut-off is given here; in the data, active means inhibition above about 50%; inactive means the rest. Compounds were not picked by outcome (roughly 4.6% active in at least one column).

SMILES | TNAP activation fold | Myeloid diff 2 | Myeloid diff 2 GFP+ MAC1+ % | WT yeast gro inh | WT yeast gro inh mutant strain | PMI inhibitors | CSM14.1 death rescue | Hep lipid drop | Hep lipid drop cells 6.5 µM | UTI89 phage lysis | PMI inhibition | P. falciparum M1AAP
N#CCCN1CCN(S(=O)(=O)c2ccc(S(=O)(=O)NCC3CCCO3)cc2)CC1 (stereo unspecified) | 1.1 | i | 2.3 | 6 | 1 | 5% | -0.8% | 14 | 619 | 8.0% | 5% | 5%
CCC(=O)OCCn1c(=O)c2ccccc2c2ccccc2c1=O | 1 | i | 0.8 | -4 | 5 | 2% | x | 23 | 734 | -0.3% | 7% | 0%
COc1cc(C(N)=O)cc(Cl)c1OC | 1 | i | 0.7 | -9 | 3 | 10% | -1.1% | -2 | 740 | 0.7% | -1% | 0%
COC(=O)c1sccc1NC(=O)COc1ccc(Cl)cc1 | 1.1 | i | 0.3 | 22 | -1 | 22% | -5.6% | 33 | 626 | 0.7%[50 µM] | 10% | 6%
CN(C)/C=N/c1nc2ccc3c(c2s1)CCCC3 | 1.1 | i | 8.4 | x | x | 11% | -0.8% | x | x | 2.7% | 21% | x
CN(C)S(=O)(=O)c1ccc(N2CCOCC2)nc1 | 1.1 | i | 6.9 | -14 | -21 | 3% | -2.1% | 2 | 758 | -0.7% | 1% | 8%
Cc1onc(-c2ccccc2)c1NC(=O)N(CCC#N)Cc1cccs1 | x | i | 0.6 | x | x | x | x | 24 | 669 | -0.8% | x | 1%
CC(=O)Oc1ccc2c(=O)c(N3C(=O)c4ccccc4C3=O)c(C)oc2c1 | 1.1 | i | 0.3 | -36 | -19 | 10% | 12% | 1 | 707 | 0.2% | 14% | 8%
COc1ccc(Br)cc1/C=C/C(=O)Nc1ccc(C)cc1 | 1 | i | 0.4 | 27 | 29 | 19% | 0.5% | -2 | 677 | 0.7% | 6% | 14%
O=C(Nc1ccccc1N1CCCCC1)c1cnccn1 | 1 | i | 0.1 | 26 | 27 | -2% | -0.2% | -12 | 681 | -1.2% | -8% | -1%
CN(C)CCCN1c2ccccc2Sc2ccc(Cl)cc21 | 1.1&1 | i | 4.4&6.7 | 45&94 | 38&95 | -8%&3% | -4.5%&-1.9% | -5 | 699 | 8.9%&2.1% | 10%&10% | 19%&29%
CCCCc1cc(=O)oc2c(CN(C)C)c(O)c(Cl)cc12 | 1.2 | i | 1.3 | 8 | 0 | 0% | -0.5% | x | x | 1.2% | -2% | 27µM*
Cc1cc2nnc(SCC(=O)N3CCOCC3)n2c2ccccc12 | 1 | i | 0.9 | 5 | 19 | 2% | 0.4% | 1 | 663 | 0.6% | 7% | 3%
O=C(CSc1ccccc1)NCCSCc1ccccc1 | 1.1 | i | 0.3 | -5 | 0 | -2% | 0.3% | -4 | 582 | 1.1% | -3% | 0%
CC(NCCO)C(=O)C12CC3CC(CC(C3)C1)C2 (stereo unspecified) | 1.1 | i | 1.0 | -3 | -6 | 1% | 1.4% | x | x | 1.0% | 0% | -2%

One compound at a time, from the list above. Order of screens: TNAP activation fold, Myeloid diff 2, Myeloid diff 2 GFP+ MAC1+ %, WT yeast gro inh, WT yeast gro inh mutant strain, PMI inhibitors, CSM14.1 death rescue, Hep lipid drop, Hep lipid drop cells 6.5 µM, UTI89 phage lysis, PMI inhibition, P. falciparum M1AAP
`COc1ccc(Br)cc1/C=C/C(=O)Nc1ccc(C)cc1` is entered as 1, i, 0.4, 27, 29, 19%, 0.5%, -2, 677, 0.7%, 6%, 14%
`CN(C)/C=N/c1nc2ccc3c(c2s1)CCCC3` is entered as 1.1, i, 8.4, x, x, 11%, -0.8%, x, x, 2.7%, 21%, x
`COC(=O)c1sccc1NC(=O)COc1ccc(Cl)cc1` is entered as 1.1, i, 0.3, 22, -1, 22%, -5.6%, 33, 626, 0.7%[50 µM], 10%, 6%

Back to the main list with the 2 entries that preceded the break.
SMILES | TNAP activation fold | Myeloid diff 2 | Myeloid diff 2 GFP+ MAC1+ % | WT yeast gro inh | WT yeast gro inh mutant strain | PMI inhibitors | CSM14.1 death rescue | Hep lipid drop | Hep lipid drop cells 6.5 µM | UTI89 phage lysis | PMI inhibition | P. falciparum M1AAP
O=C(CSc1ccccc1)NCCSCc1ccccc1 | 1.1 | i | 0.3 | -5 | 0 | -2% | 0.3% | -4 | 582 | 1.1% | -3% | 0%
CC(NCCO)C(=O)C12CC3CC(CC(C3)C1)C2 (stereo unspecified) | 1.1 | i | 1.0 | -3 | -6 | 1% | 1.4% | x | x | 1.0% | 0% | -2%
COc1cccc(C(=O)Nc2ccc(NC(=O)C(C)C)nc2)c1 | 1 | i | 1.4 | 8 | 5 | 4% | -0.5% | x | x | 0.2% | 14% | -3%
O=c1oc2ccccc2cc1-c1ccc(O)cc1 | 1 | i | 1.2 | -10 | -28 | -4% | -5.7% | 1 | 778 | -2.2% | -6% | 14%
O=C(O)CNc1nc(Cl)ccc1[N+](=O)[O-] | 1 | i | 1.0 | 3 | -6 | 5% | -0.7% | x | x | 3.3% | 13% | 4%
CC(=O)NC(CCS(C)(=O)=O)C(=O)N1CCc2ccccc21 (stereo unspecified) | 1.1 | i | 1.5 | 0 | 1 | 7% | x | 8 | 639 | 0.7%[50 µM] | 6% | 2%
CCCc1c(C(=O)N2CCN(c3ccccc3OC)CC2)cnn1-c1ccccc1 | x | i | 0.6 | x | x | x | x | -5 | 716 | -0.2% | x | 0%
Cc1ccc(NC(=O)CN2CCCCCC2)cc1Br | 1.1 | i | 0.4 | -2 | 7 | 4% | -1.0% | 2 | 726 | 0.3% | 8% | 2%
CCN(c1ccc(OC)cc1)c1ncnc2nc[nH]c12 | 1 | i | 2.7 | -26 | -4 | 7% | x | -7 | 557 | -1.3% | 7% | 3%
Cc1cc(C)c(-c2csc(NC(=O)COC(=O)c3ccc4c(c3)OCO4)n2)c(C)c1 | 1.1 | i | 0.1 | -2 | -11 | 3% | -3.5% | -12 | 677 | 0.1% | 0% | 4%
O=C(CN1CCC(n2nnc3ccccc32)CC1)NCc1cccs1 | 1 | i | 1.2 | -4 | -20 | -7% | 7.7% | x | x | 0.3% | -4% | 19%
COc1cccc(NC(=O)c2cccc(C)c2[N+](=O)[O-])c1 | 1 | i | 0.1 | -10 | -8 | 2% | 0.1% | 2 | 642 | 0.1% | -1% | 0%
O=C(NC(=S)Nc1cc(C(F)(F)F)ccc1N1CCOCC1)c1ccc(-c2cccc(Cl)c2)o1 | 1.2 | i | 0.4 | -4 | -4 | 11% | 3.9% | -6 | 583 | 0.6% | -1% | -2%
COCCNC(=O)c1ccccc1NC(=O)c1ccc(OC)c(OC)c1 | 1.1 | + | 3.4* | -13 | 1 | 8% | -1.1% | x | x | 0.9% | 5% | -1%
C#CCOc1c(Cl)cc(/C=N/O)cc1OC | 1.1 | i | 0.3 | 0 | -13 | -4% | 0.7% | -5 | 717 | 5.9% | -2% | 4%
Cc1ccc2nc(SCC(=O)Nc3ccccc3N3CCOCC3)c(C#N)cc2c1 | 1.1 | u | x | -8 | -15 | 7% | -3.6% | 24 | 730 | -1.1% | 10% | 3%
CSc1ccc(-c2c(C#N)c(N)nc3c2CCCC3)cc1 | 1.1 | i | 2.1 | 3 | 5 | -1% | -0.5% | x | x | -0.1% | 9% | 4%
Cc1oc(C(C)(C)C)cc1C(=O)N1CCN(c2ccc(C(F)(F)F)cn2)CC1 | x | i | 0.5 | x | x | x | x | 13 | 688 | -0.2% | x | 8%
CN(C)/N=C/C=C1\CC/C(=C\c2ccc(Br)cc2)C1=O | 0.9 | i | 0.9 | 9 | 14 | 13% | -1.7% | 4 | 740 | 0.3% | 2% | 6%
O=C(O)CCC(=O)NCc1ccc2[nH]c3c(c2c1)CCCC3 | 1 | i | 2.0 | 16 | 10 | 8% | -0.1% | -4 | 620 | 2.4% | 5% | 3%
CCOC(=O)c1c(NC(=O)CSc2ncccn2)sc2c1CCN(Cc1ccccc1)C2 | 1.1 | i | 0.5 | 32 | 8 | 0% | -1.0% | -8 | 626 | 0.3% | -3% | 2%
COc1cc(CNc2ccc(N3CCN(C(C)=O)CC3)cc2)ccc1OCc1ccc(F)cc1 | 1.1 | i | 0.7 | -11 | -11 | 14% | -1.1% | 11 | 726 | -0.5% | 27% | 10%
CNC(=O)COC(=O)CCC(=O)c1ccc(Cl)cc1 | 1.1 | i | 0.0 | -1 | -2 | -8% | -0.2% | -8 | 691 | 0.3% | -7% | 1%
COc1ccc(OC)c(NC(=O)C2CCN(c3nc(C)cc(C)n3)CC2)c1 | 1.1 | i | 2.6 | 24 | 30 | -6% | -1.4% | x | x | 0.6% | -7% | 0%
CCOc1ccccc1-n1c(=O)c2ccccc2c2ccccc2c1=O | 1.2 | i | 0.5 | 2 | -7 | 15% | 1.4% | -2 | 548 | 4.2% | 20% | 6%
Cc1ccc(-c2nc3ccccc3n3c(C)nnc23)cc1 | 1.2 | x | x | -7 | 12 | 1% | 0.5% | x | x | x | -3% | -10%
CCOc1ccc(N2C(=O)Nc3ccccc3C2(O)C(=O)NCc2ccc(F)cc2)cc1 (stereo unspecified) | 1.1 | i | 0.3 | 6 | 8 | 3% | 2.8% | -12 | 661 | 0.4% | 5% | -4%
CC1CN(S(=O)(=O)c2ccc(C(=O)Nc3ccc(S(=O)(=O)Nc4ncccn4)cc3)cc2)CC(C)O1 (stereo unspecified) | 1.2 | i | 0.5 | -1 | -17 | -10% | 1.3% | -3 | 718 | 4.0% | -9% | 1%
CS(=O)(=O)N(CC(=O)N1CCCCC1)c1cccc(F)c1 | 1.1 | i | 0.9 | 0 | 4 | 11% | -1.4% | 12 | 732 | -0.3% | 7% | 1%
O=C1c2ccccc2C(=O)N1Cc1ccco1 | 1.1 | i | 0.6 | 7 | 8 | 1% | -1.2% | -3 | 712 | -0.3% | 1% | 3%
O=Cc1cccn1Cc1ccccc1[N+](=O)[O-] | 1.1 | i | 0.3 | -1 | 2 | 2% | -1.8% | -7 | 675 | 1.2% | 2% | -4%
CCOC(=O)c1ccc(N2C(=O)C(C)=C(C)C2=O)cc1 | 1.1 | i | 0.6 | x | x | -8% | 0.3% | x | x | 1.0% | -5% | 7%
CCC1SC(CC)C(=O)N(CC(=O)NCc2ccc(F)cc2)C1=O (stereo unspecified) | 1.1 | i | 0.8 | -8 | -9 | 0% | -2.6% | -8 | 719 | 1.7% | 4% | -1%
O=C(Nc1ccccc1)Nc1ccccc1C(=O)NCCCN1CCOCC1 | x | i | 0.2 | x | x | x | x | -16 | 743 | 0.9% | x | 5%

From PubChem
